Screens deposited in PubChem by Sanford-Burnham Center for Chemical Genomics.
CHOP UPR activ: apoptotic UPR (CHOP) activation. actives 0.34% (n = 330,000). activation, % at 10 µM. AID 449763. CHO-CHOP luciferase reporter, luminescence; percent of tunicamycin response over DMSO baseline;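 active = at 10 µM dose, activation of 40% or more, normalized to positive control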;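 also: 100% = tunicamycin at 10 µg/mL and 0% = DMSO alone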
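measured by = luciferase luminescence | assay system = CHO-CHOP cells, stable luciferase reporter of PERK-eIF2a-CHOP signalling | amount = 500 reporter cells seeded per well | timing = 6 h compound exposure at 37 °C after overnight seeding | controls = positive tunicamycin 10 µg/mL, negative DMSO alone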
697 NFkB inh: inhibitors of the PMA/ionomycin-induced NF-kB reporter in 697 B cells | 697 B-cell NF-kB luciferase reporter, 16 h | inhibition, % at 4 µM | actives 0.33% (n = 330,000); in the data active = inhibition above about 35%
Mdm2 MdmX PPI: human Mdm2/MdmX binding inhibition; SaOS-2 split-luciferase Mdm2/MdmX complementation, luminescence; O15151+Q00987; actives 3% (n = 330,000); inhibition, % at 8 µM;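 active = inhibition of at least 50% at 8 µM in the primary screen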
tim23-1 inh: growth inhibitors of tim23-1 mutant yeast. AID 463212. S. cerevisiae tim23-1 growth, BacTiter-Glo luminescence, 24 h. actives 1.3% (n = 330,000). inhibition, % at 20 µM;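 active = growth inhibition of the mutant yeast at or above 50%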;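 also: temperature-sensitive mutant grown at 25 °C; plate controls were DMSO-treated mutant yeast for no effect and medium wells lacking yeast for full effect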
UPR XBP1 act: adaptive UPR (XBP1) activation. CHO-XBP1 luciferase reporter, IRE1-XBP1 UPR activation, luminescence; percent of tunicamycin response, DMSO as zero. activation, % at 20 µM. actives 0.33% (n = 330,000). AID 463104;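 active = versus positive control, 20 µM dose yields 30% or more activation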;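 also: 100% = tunicamycin at 10 µg/mL and 0% = DMSO only wells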
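Signal: luciferase luminescence; Assay system: CHO-XBP1 luciferase reporter cells; Amount: one thousand reporter cells per well; Dosing: 20 µM single concentration, DMSO 1%; Benchmarks: high control tunicamycin 10 µg/mL final, low control DMSO vehicle only; Schedule: 6 h compound exposure at 37 °C, 5% CO2; Evaluation: percent activation relative to tunicamycin reference.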
APJ antag: antagonists of human APJ apelin receptor. CHO-K1 APJ beta-arrestin complementation, luminescence. inhibition, % at 20 µM. P35414. AID 2521. actives 0.32% (n = 330,000);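 active = inhibition above about 40% at 20 µM, limit read from the data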;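 also: cells challenged with 10 nM apelin-13 agonist together with compound; plate controls were apelin-13 plus DMSO wells for no effect and DMSO wells lacking apelin-13 for full effect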
Target sequence (P35414 whole entry, looked up): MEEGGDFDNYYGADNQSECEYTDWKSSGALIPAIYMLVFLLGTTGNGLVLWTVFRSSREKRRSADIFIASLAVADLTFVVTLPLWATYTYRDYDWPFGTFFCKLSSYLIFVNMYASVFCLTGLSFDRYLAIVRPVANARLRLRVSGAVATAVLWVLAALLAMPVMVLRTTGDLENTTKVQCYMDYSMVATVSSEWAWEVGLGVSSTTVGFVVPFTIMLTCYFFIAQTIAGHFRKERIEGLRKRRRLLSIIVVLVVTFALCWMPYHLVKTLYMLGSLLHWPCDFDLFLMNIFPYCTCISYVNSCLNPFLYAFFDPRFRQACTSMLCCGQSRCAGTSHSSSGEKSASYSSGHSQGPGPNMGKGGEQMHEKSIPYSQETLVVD
Jurkat NFkB inh: lowers PMA/ionomycin-induced NF-kB signal in Jurkat cells; PMA/ionomycin-induced NF-kB luciferase reporter, luminescence; inhibition, % at 4 µM; actives 0.53% (n = 330,000); in the data active = inhibition above about 50%
APJ ag: agonists of human APJ apelin receptor; P35414; CHO-K1 APJ PathHunter beta-arrestin, luminescence; 0% DMSO wells, 100% apelin; activation, % at 20 µM; actives 0.11% (n = 330,000);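 active = activation more than six SD over the plate average, tested at 20 µM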;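 also: 0% = DMSO alone and 100% = apelin-13 at 10 nM; some results filed as inactive read as strong as hits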
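Material: engineered CHO-K1 APJ arrestin reporter cells; amount: 1000 CHO-K1 reporter cells seeded per well; incubation: compound stimulation 90 min at 25 °C, detection 60 min; signal: luminescent beta-gal fragment complementation, chemiluminescent substrate; read-out basis: APJ agonist activity; controls: DMSO-only wells as negative, 10 nM Apelin-13 as positive control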
The depositor's hits bear a star.

Compound	Jurkat NFkB inh	Mdm2 MdmX PPI	UPR XBP1 act	CHOP UPR activ	APJ ag	697 NFkB inh	tim23-1 inh	APJ antag
CC1(C)Cc2c(cnn2-c2cccc(F)c2)C(NC(=O)c2cc[n+]([O-])cc2)C1 (stereo not given)	8	26	-4	1.8	-1	-13	8	2
Cc1ccc2cc(C#N)c(SCC(=O)N3CCCC3)nc2c1	-44	6	-1	0.7	-1	-16	14	6
Cc1ccc(NC(=O)CC2(CC(=O)O)CCCC2)cc1	5	-6	-5	0.2	0	14	0	5
Cc1ccc(-c2n[nH]c(=O)c3ccccc23)cc1S(=O)(=O)NC(C)(C)C	-11	38	1	-0.5	-2	2	-8	19
Cc1ccc(CNC(=O)COC(=O)CCC(=O)c2cccs2)cc1	-3	-17	-4	0.6	-1	6	-10	5
Cc1c(C(=O)N2CCCCCC2)c(S(=O)(=O)Nc2ccc(F)cc2)c(C)n1C	5	-13	-4	1.4	1	1	18	1
CC(C)NC(=O)C1CCN(Cc2cccc(Oc3ccccc3)c2)CC1	0	20	-3	-0.3	-4	4	-5	6
COc1ccc(N2CCN(C(=O)c3ccccc3N(C)S(=O)(=O)c3ccccc3)CC2)cc1	2	13	-3	1.7	-4	-34	26	13
CCOc1cccc2sc(N(CCN(CC)CC)C(=O)c3cccc(N4C(=O)CCC4=O)c3)nc12	19	8	1	-0.7	-3	-1	9	23
O=C(NCc1ccc(F)cc1)c1cccnc1C(=O)O	11	-12	4	-1.3	-3	6	1	19
COC(=O)CSc1nnc(-c2cnccn2)n1C	7	20	0	0.0	-6	17	2	2
CCCc1cc(=O)[nH]c2nnc(SCC(=O)Nc3nnc(CC)s3)n12	9	-7	-1	-1.2	8	-11	7	-65
O=C(Nc1ccccc1)Nc1nc(-c2ccccc2)cs1	-81	-7	6	3.6	3	-90	-11	-35
C=CCNC(=O)C1CC=CCC1C(=O)O (stereo not given)	-2	4	-1	0.5	4	13	12	-6
CC1C(=O)N2CCCc3cc(NC(=O)C(=O)NCCc4c[nH]c5ccccc45)cc1c32 (stereo not given)	3	27	1	-1.3	3	12	10	-10
Cc1sc(NC(=O)c2ccccc2)c(C#N)c1-c1ccccc1	-83	-127	8	7.5	0	-165	14	0
CC(C)NC(=O)Cn1c(SCC(=O)N2CCCCCC2)nc2ccccc21	7	-22	1	-1.4	0	9	-8	1
CCn1cc(Br)c(C(=O)Nc2cccc(SC)c2)n1	-64	-35	2	1.6	1	-23	14	-15
COc1ccc(C)cc1S(=O)(=O)N(C)CC(N)=O	-12	-9	-4	0.8	3	-6	6	1
Cc1noc(NS(=O)(=O)c2ccc(NC(=O)c3cc4ccccc4o3)cc2)c1C	9	1	-2	-1.2	1	-2	0	-1
Cc1ccc2nc(Nc3ccc(F)cc3)c3nncn3c2c1	-11	33	1	2.6	-4	-7	37	6
Cc1onc(C(=O)Nc2ccccc2C(F)(F)F)c1[N+](=O)[O-]	-1	6	-3	-2.6	0	-3	0	-14
O=C(COc1ccccc1F)Nc1cc(S(=O)(=O)Nc2cccc(Cl)c2)ccc1O	11	-8	-2	-1.7	-2	-6	11	-63
CCC(C)[C@@H](N)C(=O)N/N=C/c1cccc2nccnc12 (stereo not given in full)	10	22	1	-0.8	3	13	3	-8
O=C(CSc1nnc(Cc2cc(=O)[nH]c(=O)[nH]2)n1-c1ccc(F)cc1)NC1CCCC1	7	24	-3	4.1	-2	7	1	4
CCC1(c2ccccc2)NC(=O)N(CC(=O)N2CC(=O)Nc3ccccc32)C1=O (stereo not given)	-20	19	-1	-1.7	-2	18	-2	-4
Cn1cc(-c2nnnn2-c2ccc(Cl)cc2)c(=O)c2ccccc21	11	30	1	1.7	-4	11	-3	8
CCn1c(=O)cc(OCC(=O)Nc2cc(C)ccn2)c2ccccc21	8	12	0	-2.5	1	8	27	6
CCO[C@H]1OC(C(=O)Nc2ccccc2)=C[C@@H](C2CC2)[C@@H]1CCCO	-5	18	-2	1.2	2	11	25	17
O[C@@H]1CN(C2CCCCC2)CC[C@H]1N1CCN(CCc2ccccc2)CC1	6	32	-3	1.5	-2	28	-115	6
CCOC(=O)C1=C(COC(=O)/C=C/c2ccccc2Cl)NC(=O)NC1C (stereo not given)	16	15	0	4.4	3	-19	23	2
COc1cccc(NC(=O)CSc2cccc[n+]2[O-])c1	4	18	2	-1.3	-1	-2	1	-1
COc1cc(CNn2c(C)n[nH]c2=S)cc(Cl)c1OCc1ccccc1	11	-1	-1	1.2	-2	-11	22	5
CCOc1ccccc1N1CC(C(=O)NC2CCCCCC2)CC1=O (stereo not given)	7	25	0	0.5	-5	13	6	8
O=C(Nc1ccc(F)c(F)c1)c1ccc2c(c1)OCO2	-71	-72	4	4.5	1	-99	7	-24
CC(C)(C)c1cc(CCC(=O)NNC(=O)c2ccco2)cc(C(C)(C)C)c1O	-12	20	-1	1.4	3	13	23	-3
COc1ccc2cc(CCNS(=O)(=O)c3ccc(NC(C)=O)cc3)c(=O)[nH]c2c1	-5	-7	-5	1.6	1	16	-3	0
CCCSCCCNC(=O)CN1C(=O)COc2ccc(S(=O)(=O)N3CCCC3)cc21	-12	16	-2	0.5	-3	8	3	13
Fc1cccc(Cl)c1CNC(c1ccccc1)c1ccccc1	-3	12	-1	0.0	-5	4	-17	17
CC(=O)n1cc(Nc2ccccc2C(=O)O)c2ccccc21	-8	18	-6	-0.5	-6	2	-1	19
CCOC(=O)C1CCN(C(=O)Cc2c(C(=O)O)[nH]c3ccccc23)CC1	-6	20	-4	1.0	1	7	-9	-10
CCCn1c(N)c(N(CCOC)C(=O)c2cccc(C(F)(F)F)c2)c(=O)[nH]c1=O	7	-13	2	-0.9	0	0	1	-28
O=C(CN1C(=O)COc2ccc(Cl)cc21)N1CCCCC1	11	15	-4	2.6	-1	12	13	12
CC(=O)C1=C(O)CC(C)(C)CC1=NCCc1nc2ccccc2[nH]1	0	25	-1	0.9	-3	-14	0	12
COCCn1c(SCC(=O)NC2CCCC2)nc2cccnc21	12	12	-5	-1.8	0	3	-5	-12
COc1cc(OC)c(C(=O)OCC(=O)c2ccc3c(c2)NC(=O)CO3)cc1OC	2	4	3	0.0	0	21	5	9
O=C(Nc1cccnc1)Nc1ccccc1Cl	-6	2	4	2.5	1	8	21	1
CCN(C(=O)COC(=O)c1cc(C)oc1C)c1c(N)n(Cc2ccccc2)c(=O)[nH]c1=O	-3	-17	0	-0.5	-2	12	17	14
c1ccc2c(c1)[nH]c1nc3nncn3nc12	9	5	7	-1.1	1	12	-4	-8
C=CCn1c(SCC(=O)N2CCOCC2)nnc1C(C)NC(=O)c1ccccc1 (stereo not given)	-2	14	-2	0.2	0	-33	-3	10

Following part.
Compound	Jurkat NFkB inh	Mdm2 MdmX PPI	UPR XBP1 act	CHOP UPR activ	APJ ag	697 NFkB inh	tim23-1 inh	APJ antag
COc1ccc(-n2c(CN3CCN(c4ccccc4)CC3)nc3ccc([N+](=O)[O-])cc3c2=O)c(OC)c1	0	4	-7	0.3	0	1	25	6
Cc1ccc(N(CC(=O)NC(C)(C)C)C(=O)CS(=O)CC(=O)Nc2ccc(F)cc2)cc1 (stereo not given)	1	12	-6	0.4	-4	2	7	-5
Cc1ccc(N=Cc2ccc(N(C)C)cc2)cc1	-7	14	0	1.3	0	12	-10	13
COC(=O)c1cccc(NC(=O)C2COc3ccccc3O2)c1 (stereo not given)	-34	-6	2	-0.4	2	11	3	8
CC(C)C(C(=O)NC1=NCCS1)c1ccc(Cl)cc1 (stereo not given)	8	0	-2	0.0	-3	12	4	29
CCCC(C(=O)NC1CCCC1)N(CCCN1CCOCC1)C(=O)c1snc(C(N)=O)c1N (stereo not given)	-10	16	-1	-0.4	-4	8	14	-1
COc1ccc(C(NC(C)=O)c2c(O)ccc3ccccc23)cc1OC (stereo not given)	-28	-22	-1	0.6	-4	3	5	33
Cc1ccc(-c2nnn(CC(=O)N(c3cccc(F)c3)C(C(=O)NC3CCCC3)c3ccncc3)n2)o1 (stereo not given)	-17	22	-8	-2.1	2	16	-31	-13
CC(NC(=O)CSc1cccc(C(F)(F)F)c1)c1ccccc1 (stereo not given)	1	-37	1	1.0	-3	6	1	-1
O=C1CC(Nc2ccc(N3CCOCC3)cc2)C(=O)N1c1ccccc1 (stereo not given)	11	15	2	-2.0	4	-3	10	-3
CCc1nnc(NC(=O)C2CCC2)s1	-6	-10	0	0.8	2	6	8	-28
CC1(C)Cc2cccc(OCC(=O)NCc3cccs3)c2O1	6	14	-2	0.6	3	-5	32	6
Cc1ccc([N+](=O)[O-])cc1S(=O)(=O)N(C(=O)c1ccncc1)c1ccc2oc3c(c2c1)CCCC3	-2	19	-3	0.5	-1	12	30	-25
CCOc1ccc(C(=O)NCC2CCCN2S(=O)(=O)c2cccs2)cc1 (stereo not given)	-10	29	-1	-1.9	11	7	27	18
CCOC(=O)/C=c1\s/c(=C\c2c(OC)ccc3ccccc23)c(=O)n1CC(=O)NCC1CCCO1 (stereo not given)	5	63*	12	-0.3	-3	19	34	8
O=C(NC1CCCC1)C(c1ccccn1)N(C(=O)c1csnn1)c1ccccc1 (stereo not given)	3	-13	-1	0.4	-1	-3	4	7
COc1ccc(C)cc1-n1nnnc1SCn1nnc2ccccc2c1=O	28	14	-3	4.0	-7	-16	17	10
COC(=O)c1ccc(Nc2c([N+](=O)[O-])ccc3nonc23)cc1	-7	1	8	-0.2	-6	-18	8	-6
O=C(NNc1cccc(Cl)n1)C1CC1	9	24	4	1.3	-3	5	-9	6
O=C(O)COc1ccc(Br)cc1CP(=O)(c1ccccc1)c1ccccc1	8	14	-1	1.1	-3	3	0	19
CC(C)NC(=O)C(=O)NCCN1CCN(S(=O)(=O)c2ccc(Cl)cc2)CC1	10	10	-3	2.8	-1	20	7	5
O=C(OCCCc1cc2ccccc2c(=O)o1)c1ccc(F)cc1	-11	22	-3	0.8	-1	20	21	3
CN(C)S(=O)(=O)c1ccc(C(=O)NCC2(N3CCCCC3)CCCCC2)cc1	-17	-4	-1	-3.0	-2	9	11	-7

Part of the list above, field by field:
compound: CCCSCCCNC(=O)CN1C(=O)COc2ccc(S(=O)(=O)N3CCCC3)cc21
- Jurkat NFkB inh: -12
- Mdm2 MdmX PPI: 16
- UPR XBP1 act: -2
- CHOP UPR activ: 0.5
- APJ ag: -3
- 697 NFkB inh: 8
- tim23-1 inh: 3
- APJ antag: 13

compound: CCn1cc(Br)c(C(=O)Nc2cccc(SC)c2)n1
- Jurkat NFkB inh: -64
- Mdm2 MdmX PPI: -35
- UPR XBP1 act: 2
- CHOP UPR activ: 1.6
- APJ ag: 1
- 697 NFkB inh: -23
- tim23-1 inh: 14
- APJ antag: -15

An excerpt from above, reduced to APJ antag, UPR XBP1 act and Mdm2 MdmX PPI:
smiles	APJ antag	UPR XBP1 act	Mdm2 MdmX PPI
Cc1onc(C(=O)Nc2ccccc2C(F)(F)F)c1[N+](=O)[O-]	-14	-3	6
O=C(CN1C(=O)COc2ccc(Cl)cc21)N1CCCCC1	12	-4	15
CN(C)S(=O)(=O)c1ccc(C(=O)NCC2(N3CCCCC3)CCCCC2)cc1	-7	-1	-4
O=C(NCc1ccc(F)cc1)c1cccnc1C(=O)O	19	4	-12
CCn1c(=O)cc(OCC(=O)Nc2cc(C)ccn2)c2ccccc21	6	0	12
CC(NC(=O)CSc1cccc(C(F)(F)F)c1)c1ccccc1 (stereo not given)	-1	1	-37

Hits appear at their usual frequency (roughly 5% active in at least one column).
